# Compound activity deposited in PubChem by National Center for Advancing Translational Sciences (NCATS).
# PTHR1 agonist: activates the human parathyroid hormone receptor PTHR1 | Q03431 | HEK293 GP2 PTHR1 cells, GloSensor cAMP luminescence, 1 h | Potency, µM (series often up to 115 µM), for inactives: at the top dose activation, actives largely listed as activators | 410,000 compounds, 0.075% hits | AID 743266; also: nearly all actives have a fitted effect of over 55% in size; some results filed as inactive show a strong effect at the top dose; inactives centre near -15; many of its hits are not listed in these tables
# Target sequence (Q03431 whole entry, looked up): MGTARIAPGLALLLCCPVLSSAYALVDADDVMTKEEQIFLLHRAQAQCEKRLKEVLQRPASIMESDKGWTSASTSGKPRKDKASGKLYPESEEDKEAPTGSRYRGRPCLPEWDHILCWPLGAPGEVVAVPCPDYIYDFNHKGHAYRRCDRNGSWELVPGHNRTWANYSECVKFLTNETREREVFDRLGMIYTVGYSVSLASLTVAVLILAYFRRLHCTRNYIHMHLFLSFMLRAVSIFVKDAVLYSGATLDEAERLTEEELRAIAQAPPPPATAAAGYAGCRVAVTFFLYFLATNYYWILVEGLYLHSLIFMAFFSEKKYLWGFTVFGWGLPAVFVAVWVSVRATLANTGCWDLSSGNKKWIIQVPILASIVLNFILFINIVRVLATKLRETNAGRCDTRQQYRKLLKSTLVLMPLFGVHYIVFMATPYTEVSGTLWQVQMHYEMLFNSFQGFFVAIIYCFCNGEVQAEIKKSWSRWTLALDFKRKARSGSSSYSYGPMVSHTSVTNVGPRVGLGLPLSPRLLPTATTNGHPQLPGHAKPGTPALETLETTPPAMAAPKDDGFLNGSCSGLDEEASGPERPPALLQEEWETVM
#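 HEK-293-derived GP2 cells expressing PTHR1 and a GloSensor cAMP reporter, 3,000/well, plated overnight, given luciferin plus IBMX (each 0.5 mM as added) for 1 h at 37 °C, then compound for 1 h at 37 °C. Luminescence was read after 15 min at room temperature.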
# TDP43 rescue: inhibitors of TDP-43 toxicity in yeast. TDP-43 expressing yeast growth rescue, BacTiter-Glo, 24 h. Potency, µM (series often up to 46.1 µM), inactives show top-dose growth rescue (activation), usual class: activators. 410,000 compounds, 1.8% hits. AID 652104; also: % of control where 0% means no effect; nearly all actives have a fitted effect of over 50% in size
#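 In this qHTS, compounds that restore growth of yeast expressing TDP-43 appear as activators. Cells (OD600=0.02, galactose medium, raffinose-pregrown) are incubated with compound 24 hr at 30 deg C and growth is quantified by BacTiter-Glo.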
# EPAC1 ag: activates human EPAC1 exchange factor; Potency, µM (highest dose often 154 µM), for inactives: at the top dose activation, actives largely listed as activators; 360,000 compounds, 0.073% hits; EPAC1 agonist qHTS, biochemical assay; response scale: 100% = response to 6.5 mM cAMP; AID 720707; O95398; also: nearly all actives have a fitted effect of over 60% in size
#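 Normalized to 6.5 mM cAMP, activity reflects EPAC1-catalysed release of BODIPY-GDP from Rap1B, followed kinetically over 30 min at 480 nm excitation, 540 nm emission. Reaction contained 100 nM EPAC1, 250 nM Rap1B-BODIPY-GDP, 50 uM GDP.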
# FUS suppressor: rescues growth of FUS-expressing yeast; AID 1347120; 390,000 compounds, 0.24% hits; Potency, µM (series often up to 76.6 µM), for the others: top-dose growth rescue (activation), hits mostly activators; S. cerevisiae FUS-expressing, growth rescue, OD600, 24 h;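 also: plate controls were DMSO vehicle for no effect and reference control for full effect; nearly all actives have a fitted effect of over 55% in size; some results filed as inactive show a strong effect at the top dose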
#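 Compound concentration series was pinned onto galactose-induced FUS-expressing yeast seeded at OD 0.005. Plates sat 24hr at 30C; absorbance at 600 nm gave growth. DMSO served as background control.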
# EPAC1 antagonist: antagonists of human EPAC1. EPAC1 GEF assay, Rap1b-BODIPY-GDP exchange fluorescence. 360,000 compounds, 0.14% hits. Potency, µM (top dose mostly 115 µM), for the others: at the highest dose activity change, negative = inhibition, usual class: inhibitors. AID 720709. O95398;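 also: plate controls were vehicle for no effect and positive control for full effect; nearly all actives have a fitted effect of over 50% in size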
# EPAC2 agonist: agonists of human EPAC2 (RAPGEF4). Q8WZA2. EPAC2 activation, biochemical qHTS; response scale: 100% = 6.5 mM cAMP response. Potency, µM (top dose mostly 154 µM), inactives show at the highest dose activation, actives largely listed as activators. 360,000 compounds, 0.079% hits. AID 720711; also: nearly all actives have a fitted effect of over 50% in size
#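 qHTS, titration series. 100 nM EPAC2 / 250 nM Rap1B-BODIPY-GDP / 50 uM GDP; RT; ex 480/em 540 nm, 5-min reads to 30 min. Norm. to 6.5 mM cAMP = activation.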
# EPAC2 antag: antagonists of human EPAC2 | Q8WZA2 | EPAC2 GEF exchange of Rap1B-BODIPY-GDP, fluorescence | Potency, µM (doses to about 114 µM), without a hit: at the highest dose activity, negative = inhibition, usual class: inhibitors | 360,000 compounds, 0.18% hits; also: % is scaled to controls: 0 for no effect and ±100 for the full control effect; nearly all actives have a fitted effect of over 45% in size; many of its hits are not listed in these tables
# aSyn yeast inh: alpha-synuclein toxicity inhibition in yeast; AID 652106; Yeast expressing alpha-synuclein, growth rescue, BacTiter-Glo, 24 h; 370,000 compounds, 0.14% hits; Potency, µM (highest dose often 46.1 µM), for inactives: at the highest dose growth rescue (activation), usual class: activators; also: % of control where 0% means no effect; nearly all actives have a fitted effect of over 65% in size
#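 Readout is rescue of growth in alpha-synuclein-expressing yeast, so inhibitors of toxicity appear as activators. Growth after 24 hr at 30 deg C in galactose medium is quantified by luminescence.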
# The depositor's hits bear a star; i = inactive; ? = inconclusive; / = no result given; & = joins results of further samples; [ ] = remark or other dose. Calls follow the shape of the dose curve; as a rule, active = well fitted curve in the direction sought with a large enough effect; inconclusive = small, poorly fitted or top-dose-only effect, or another doubt; inactive = no such curve, though single readings can be large; an effect the other way counts as inactive or inconclusive. Potency is read from the fitted curve at half-maximal effect.
no. | Molecule | PTHR1 agonist | TDP43 rescue | EPAC1 ag | FUS suppressor | EPAC1 antagonist | EPAC2 agonist | EPAC2 antag | aSyn yeast inh
1 | COc1ccc(S(=O)(=O)Nc2cccc(SC)c2)cc1C(=O)N1CCOCC1 | -7% | 0% | 9% | 11% | -8% | 4% | 0% | -3%
2 | Cc1ccc(C(=O)CC(=O)c2cc(Cl)ccc2O)cc1 | -42%[inhibitor] | -45%[inhibitor] | 25% | ? | 3% | 27% | 5% | ?
3 | Cc1ccnc(NS(=O)(=O)c2ccc(NS(=O)(=O)Cc3ccccc3)cc2)n1 | -7% | 15% | 6% | 13% | -14% | 4% | -3% | -2%
4 | COc1ccc(N2CCN(C(=O)CCCCn3c(=O)[nH]c4ccsc4c3=O)CC2)cc1 | -5%&12% | -13%&-3% | 0% | 6%&20% | 10% | 3% | -3% | 0%
5 | Cc1ccc(-c2csc3nc[nH]c(=O)c23)cc1 | i | -7% | -2% | 7% | -5% | 16% | 1% | -4%
6 | Cc1cc(=O)n2nc(-c3ccccc3)sc2n1 | i | 11% | 3% | 3% | -10% | 8% | 0% | -3%
7 | CCCCn1nnc(NC(=O)c2cc3ccccc3o2)n1 | -13%[57.5 µM] | -2% | 2% | 24% | 1% | 8% | 1% | -3%
8 | Cn1c(NN)nc2sc3c(c2c1=O)CC(C)(C)OC3 | i | -9% | 4% | 11% | -2% | 7% | -4% | 2%
9 | CCOc1cccc(/C=N/NC(=S)Nc2ccccc2[N+](=O)[O-])c1O | -30% | 31% | 2% | 12% | -7% | 5% | -1% | -1%
10 | O=C(CN1CCN(c2ccc(F)cc2)CC1)Nc1nccs1 | -13% | -9% | 11% | 3% | 0% | 0% | -5% | 2%
11 | CCC(C)c1ccc(N(CC(=O)NC(C)(C)C)C(=O)CNC(=O)c2cccs2)cc1 (centres undefined) | 9% | -16% | -6% | 37% | -12% | 2% | 5% | -3%
12 | CCOC(=O)c1c(NC(=O)CSc2nnc(-c3ccncc3)n2Cc2ccco2)sc(C)c1C | -7%[57.5 µM] | -20% | 6% | 35% | -14% | -4% | -7% | ?
13 | Cc1ccc(NC(=O)CN(C)C(=O)c2cc(-c3ccco3)nc3ccccc23)cc1 | -18% | -12% | 8% | ? | -22% | 6% | -21% | -8%
14 | Cn1cccc1C(=O)NNC(=O)COc1ccc(C#N)cc1 | i | 15% | 1% | / | -3% | -10% | 16% | 1%
15 | COc1cc(NC(=O)c2sc3ncn(CC(=O)N4CCCCC4)c(=O)c3c2C)cc(OC)c1OC | -10% | -13% | -3% | 25% | 19% | -5% | 4% | -2%
16 | CCCCSc1nc(O)c(C2OC(=O)c3c2ccc(OC)c3OC)c(=O)n1C (centres undefined) | -16%[57.5 µM] | -34%[inhibitor] | 1% | 19% | 4% | -6% | 8% | 9%
17 | COc1ccc(CNC(=O)CCn2c(=O)oc3ccccc32)cc1 | i | -9% | 0% | 13% | -1% | 1% | 0% | -15%
18 | O=[N+]([O-])c1cc([N+](=O)[O-])c(Oc2c(F)cc(F)cc2F)cc1NN1CCCCC1 | -37% | -10% | 15% | -28% | -29% | 9% | -25% | 2%
19 | O=C(/C=C/c1ccccc1)N/C(=C/c1ccccc1)C(=O)N1CCOCC1 | i | -15% | 3% | 14% | -1% | -4% | 3% | -1%
20 | CC(C)Cn1cnc2c(SCc3ccccc3F)nc(N)nc21 | -20% | ? | -1% | / | -12% | -2% | -3% | 9%
21 | Cc1ccc(C(=O)NNc2ncnc3ccccc23)cc1 | -8% | -24% | 2% | 2% | ? | -4% | -26% | 1%
22 | CC(C)(C)OC(=O)NCCCC[C@H](NC(=O)c1nc[nH]c1C(=O)NCc1ccc(CNC(=O)OC(C)(C)C)cc1)C(=O)OC(C)(C)C | -10% | -4% | -25% | ? | -22% | -18% | 9% | -6%
23 | COCCNC(=O)/C(C#N)=C/c1c(N2CCN(c3ccc(OC)cc3)CC2)nc2c(C)cccn2c1=O | -7% | -10% | 9% | 29% | -16% | 0% | -11% | 6%
24 | Cc1ccccc1OCCC(=O)OCC(=O)Nc1c(C)nn(-c2ccccc2)c1C | 19% | 0% | 2% | 22% | 11% | 5% | -3% | 0%
25 | Cc1c(NC(=O)C(C)OC(=O)[C@@H](NC(=O)c2ccccc2)C(C)C)c(=O)n(-c2ccccc2)n1C (some centres undefined) | i | -3% | 2% | 7% | 0% | 7% | 5% | -2%
26 | COc1ccc(CNC(=O)CCS(=O)(=O)c2ccc3c(c2)oc(=O)n3C)cc1 | i | 5%&15% | 4% | -7%&6% | -5% | 2% | 8% | 0%
27 | O=C(CNC(=O)c1ccc(N2C(=O)c3ccccc3C2=O)cc1)OCC(=O)c1ccc(Cl)cc1 | i | 12% | 6% | -8% | 7% | 2% | -3% | -1%
28 | Cc1ccc(NC(=O)CCn2nc(C)cc2C)cc1 | 15% | 5% | -2% | 25% | 0% | 3% | -9% | 0%
29 | Clc1nnc2c3ccccc3ccn12 | i | 28% | 12% | / | 6% | -1% | 4% | 6%
30 | CS(=O)(=O)c1ccc(NC(=O)CCCc2nc3ccccc3c(=O)[nH]2)cc1 | i | 5% | 11% | -3% | 5% | 10% | 10% | 1%
31 | O=C(CCC(=O)c1cccs1)OCC(=O)c1ccc(F)cc1 | -22% | 22% | -3% | 5% | -16% | -3% | -6% | 2%
32 | COc1cccc(-c2ncc3ccccc3c2CO)c1 | i | 14% | 9% | -15% | -8% | 8% | 6% | 1%

# 4 of the entries above in order of the EPAC2 agonist value, high to low.
item | SMILES | PTHR1 agonist | EPAC1 antagonist | EPAC2 agonist | EPAC2 antag
30 | CS(=O)(=O)c1ccc(NC(=O)CCCc2nc3ccccc3c(=O)[nH]2)cc1 | i | 5% | 10% | 10%
28 | Cc1ccc(NC(=O)CCn2nc(C)cc2C)cc1 | 15% | 0% | 3% | -9%
27 | O=C(CNC(=O)c1ccc(N2C(=O)c3ccccc3C2=O)cc1)OCC(=O)c1ccc(Cl)cc1 | i | 7% | 2% | -3%
29 | Clc1nnc2c3ccccc3ccn12 | i | 6% | -1% | 4%

# (more compounds)
no. | Molecule | PTHR1 agonist | TDP43 rescue | EPAC1 ag | FUS suppressor | EPAC1 antagonist | EPAC2 agonist | EPAC2 antag | aSyn yeast inh
33 | COC(=O)c1c(C(C)=O)cnc2ccc(Br)cc12 | i | 9% | 1% | -5% | -1% | 11% | -2% | 6%
34 | Cc1ccc(S(=O)(=O)NCC(=O)OCCOc2ccc(Br)cc2)cc1 | i | 15% | -4% | / | -7% | -11% | 2% | -6%
35 | Clc1cccc(N2CCN(Cc3ccc(Br)o3)CC2)c1 | -8% | 17% | 20% | -7% | 4% | ? | 4% | 2%
36 | Cn1nnnc1SCC(=O)N1CCCc2ccccc21 | i | 10% | -1% | -10% | 4% | 0% | 17% | -6%
37 | CN(Cc1ccccc1)S(=O)(=O)c1ccc2c(c1)n(C)c(=O)n2C | -72%[inhibitor] | 10% | 3% | 59% | 5% | 3% | -23% | 1%
38 | CC(=O)Nc1ccc(C(=O)COC(=O)c2cccs2)c(F)c1 | -19% | 29% | 9% | 10% | -6% | 7% | ? | 3%
39 | COCCNC(=O)Cc1c(C)c2c(cc(C)c3c(C)coc32)oc1=O | i | 12% | 8% | -19% | -5% | 0% | 0% | 0%
40 | CC(C)N(Cc1nc(-c2ccc(Cl)cc2)no1)C(=O)C12CC3CC(CC(C3)C1)C2 | i | 9% | 5% | -58% | 3% | 1% | 1% | 4%
41 | O=C(Nc1cccc(Cl)c1)Nc1cc(S(=O)(=O)N2CCCCC2)ccc1Cl | -30% | -12%[9.22 µM] | 19% | 22% | -13% | 11% | -11% | 0%
42 | Cc1ccc(N(CC(=O)N2CCCCCC2)S(C)(=O)=O)cc1Cl | i | 0% | 11% | 0% | 5% | 2% | -16% | 8%
43 | COc1ccc(CN2CCC(C(=O)c3ccc(F)cc3)CC2)cc1 | -15% | -12% | -11% | 2% | 10% | 1% | 4% | 0%
44 | Cc1cc(C(=O)COC(=O)c2ccc(O)cc2)c(C)n1-c1ccccc1F | -28% | -14% | 14% | 10% | -19% | 8% | -21% | 6%
45 | Cc1cc(C(=O)N2CCN(c3ccc(C(F)(F)F)cn3)CC2)c(C)o1 | -48%[inhibitor] | 13% | 2% | 20% | -4% | 12% | 1% | 9%
46 | O=C(NC1CCCC1)C1CC(=O)N(C2CCCCCCC2)C1 (centres undefined) | i | -20% | 4% | 0% | 5% | 11% | -2% | 7%
47 | Cc1ccc2c(c1)C1CN(C)CCC1N2C(=O)c1ccccc1NS(=O)(=O)c1cccc(C(F)(F)F)c1 (centres undefined) | -25% | 13% | -1% | 27% | -19% | -8% | -18% | -5%
48 | N/C(=N\OC(=O)c1ccc2ccccc2c1)c1cccc([N+](=O)[O-])c1 | -8% | 22µM* | 7% | -11% | 1% | 4% | -3% | -34%[inhibitor]

# 4 entries drawn at random from those above, as already listed:
no. | Molecule | PTHR1 agonist | TDP43 rescue | EPAC1 ag | FUS suppressor | EPAC1 antagonist | EPAC2 agonist | EPAC2 antag | aSyn yeast inh
39 | COCCNC(=O)Cc1c(C)c2c(cc(C)c3c(C)coc32)oc1=O | i | 12% | 8% | -19% | -5% | 0% | 0% | 0%
21 | Cc1ccc(C(=O)NNc2ncnc3ccccc23)cc1 | -8% | -24% | 2% | 2% | ? | -4% | -26% | 1%
31 | O=C(CCC(=O)c1cccs1)OCC(=O)c1ccc(F)cc1 | -22% | 22% | -3% | 5% | -16% | -3% | -6% | 2%
36 | Cn1nnnc1SCC(=O)N1CCCc2ccccc21 | i | 10% | -1% | -10% | 4% | 0% | 17% | -6%

# Carrying on.
no. | Molecule | PTHR1 agonist | TDP43 rescue | EPAC1 ag | FUS suppressor | EPAC1 antagonist | EPAC2 agonist | EPAC2 antag | aSyn yeast inh
49 | O=c1cc(CCl)[nH]c2nc3ccccc3n12 | i | -19% | -14% | 16% | -12% | -4% | 8% | 7%
50 | O=C(CC1CCCCC1)Nc1ccc(-c2ccc3nncn3n2)cc1 | -12% | -24% | 0% | 22% | -18% | -7% | 6% | -1%
51 | CC(C)c1ccc(CC(=O)N2CCC2(C)C(=O)NS(=O)(=O)c2cccc(OC(F)F)c2)cc1 (centres undefined) | -3% | 11% | -14% | 12% | 10% | 0% | 13% | 6%
52 | Cc1c(N)cc2c(c1N)C(C)(C)CC2(C)C | -23% | 24% | 13% | / | -2% | 9% | 1% | 6%
53 | Cn1c(-c2cccc(OCc3ccccc3)c2)nc2c1c(=O)[nH]c(=O)n2Cc1ccccc1 | -8%[57.5 µM] | -5% | 9% | -1% | 1% | -3% | 7% | -4%

# Not all compounds are listed; the hit share may differ from the screen's.
